ALDH1A1 inh: qHTS Assay for Inhibitors of Aldehyde Dehydrogenase 1 (ALDH1A1). Aldehyde dehydrogenase 1A1 (Homo sapiens), P00352. Purified ALDH1A1, NADH fluorescence, propionaldehyde substrate. Potency, µM (top dose mostly 75.3 µM), for inactives: top-dose activity, negative = inhibition, most hits filed as inhibitors. 7.3% of 220,000 active; active = well fitted inhibition curve with a large enough effect, not every such curve was filed as active; inconclusive = small, poorly fitted or top-dose-only effect, or another doubt; inactive = no such curve, though single readings can be large or run the other way;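 also: plate controls were no enzyme wells and a reference inhibitor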
Target sequence (P00352 whole entry, looked up): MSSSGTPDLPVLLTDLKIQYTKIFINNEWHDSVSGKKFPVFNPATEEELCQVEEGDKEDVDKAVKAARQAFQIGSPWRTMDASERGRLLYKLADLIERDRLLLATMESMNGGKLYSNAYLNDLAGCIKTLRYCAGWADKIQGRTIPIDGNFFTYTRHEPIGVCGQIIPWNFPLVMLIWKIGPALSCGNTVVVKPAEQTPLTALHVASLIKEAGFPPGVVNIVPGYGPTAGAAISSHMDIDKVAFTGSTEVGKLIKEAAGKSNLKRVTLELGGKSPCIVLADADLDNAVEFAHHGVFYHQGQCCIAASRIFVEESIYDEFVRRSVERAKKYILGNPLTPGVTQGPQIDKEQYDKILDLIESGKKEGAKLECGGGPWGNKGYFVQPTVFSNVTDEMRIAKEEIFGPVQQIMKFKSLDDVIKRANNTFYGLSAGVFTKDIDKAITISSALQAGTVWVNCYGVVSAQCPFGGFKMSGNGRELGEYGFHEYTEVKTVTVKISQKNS
JMJD2E inh: qHTS Assay for Inhibitors of Human Jumonji Domain Containing 2E (JMJD2E); Lysine-specific demethylase 4E (Homo sapiens), B2RXH2; JMJD2E catalytic domain, FDH-coupled NADH fluorescence (FDH is formaldehyde dehydrogenase); Potency, µM (top dose mostly 57.1 µM), for the others: top-dose activity change, negative = inhibition, most hits filed as inhibitors; 1.6% of 230,000 active; active = well fitted inhibition curve with a large enough effect, not every such curve was filed as active; inconclusive = small, poorly fitted or top-dose-only effect, or another doubt; inactive = no such curve, though single readings can be large or run the other way;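 also: 0% = wells with enzyme and -100% = buffer wells without enzyme; nearly all actives have a fitted effect of over 50% in size; many of its hits are not listed in these tables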
Target sequence (B2RXH2 1-337 limits assumed): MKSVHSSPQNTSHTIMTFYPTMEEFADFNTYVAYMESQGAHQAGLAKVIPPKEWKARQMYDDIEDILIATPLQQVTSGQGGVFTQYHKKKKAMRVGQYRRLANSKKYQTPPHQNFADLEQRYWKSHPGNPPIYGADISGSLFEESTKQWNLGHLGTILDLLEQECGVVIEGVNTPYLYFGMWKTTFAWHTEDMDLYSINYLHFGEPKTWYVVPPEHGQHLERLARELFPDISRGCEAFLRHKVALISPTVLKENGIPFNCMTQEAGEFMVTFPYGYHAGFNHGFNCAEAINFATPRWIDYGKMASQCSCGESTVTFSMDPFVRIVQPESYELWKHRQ
HttQ103 aggreg: qHTS Multiplex Assay to Identify Dual Action Probes in a Cell Model of Huntington: Aggregate Formation (GFP); Potency, µM (series often up to 46.1 µM), for the others: at the top dose activity change, negative = inhibition, usual class: inhibitors; 1.1% of 220,000 active; AID 1688, 2009; PC12 HttQ103-GFP aggregates, Acumen cytometry, 40 h; also: % is scaled to controls: 0 for no effect and ±100 for the full control effect; nearly all actives have a fitted effect of over 60% in size
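Read-out: GFP aggregate count by laser scanning cytometer (488 nm excitation, 500-530 nm emission, 1–25 µm objects >6 SD above background). Cells: PC12, inducible HTTex1-Q103-GFP, 100 nM tebufenozide; compounds titrated.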
Tau fibril ThT: qHTS for Inhibitors of Tau Fibril Formation, Thioflavin T Binding; Potency, µM (titrated, usually from 57.4 µM), without a hit: top-dose activity, negative = inhibition, most hits filed as inhibitors; 2.1% of 270,000 active; Microtubule-associated protein tau (Homo sapiens), P10636; recombinant tau K18 P301L, heparin-induced fibrillization, ThT fluorescence; AID 1460, 2008; also: % is scaled to controls: 0 for no effect and ±100 for the full control effect; nearly all actives have a fitted effect of over 55% in size
Target sequence (P10636 561-689 P618L limits assumed): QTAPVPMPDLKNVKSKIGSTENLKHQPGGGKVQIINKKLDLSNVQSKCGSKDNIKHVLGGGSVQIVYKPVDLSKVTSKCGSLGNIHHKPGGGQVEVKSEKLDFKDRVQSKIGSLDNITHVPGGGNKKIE
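Recombinant human tau K18 fragment […] carrying P301L, 15 uM unlabeled plus 0.24 uM Alexa 594-labeled, was fibrillized with 20 uM heparin in 100 mM sodium acetate pH 7 for 6 hr at 37 C; 30 uM ThT fluorescence read after 1 hr.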
SMN2 splice up: qHTS Assay for Enhancers of SMN2 Splice Variant Expression; 2.8% of 210,000 active; Potency, µM (top dose mostly 46.1 µM), for the others: top-dose activity change, positive = activation, actives largely listed as activators; HEK293 SMN2-luciferase splicing reporter, luminescence, 30-36 h; AID 1458, 2008; also: % of control where 0% means no effect; nearly all actives have a fitted effect of over 55% in size
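qHTS luciferase splicing reporter: luminescence rises when SMN2 exon 7 is included in transfected HEK293 cells. Compound exposure lasted 30-36 h at 37C, with 4.5 mM final sodium butyrate as control, followed by a ONE-Glo read.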
Tau fibril FP: qHTS for Inhibitors of Tau Fibril Formation, Fluorescence Polarization. K18 P301L tau heparin fibrillization, Alexa594 FP, 6 h. 0.39% of 280,000 active. Potency, µM (doses to about 57.7 µM), without a hit: at the top dose activity, negative = inhibition, hits mostly inhibitors; also: % is scaled to controls: 0 for no effect and ±100 for the full control effect; nearly all actives have a fitted effect of over 55% in size
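Steps: dispense K18 P301L tau (15 uM plus 0.24 uM Alexa 594 tracer, final) in pH 7 sodium acetate; add compound; add heparin (20 uM final); incubate 6 hr, 37 C; add ThT (30 uM final); after 1 hr ambient, read FP.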
HTT ATP protect: qHTS Multiplex Assay to Identify Dual Action Probes in a Cell Model of Huntington: Cytoprotection (ATP) | PC12 HTT-Q103 induced, cytoprotection, ATP luminescence, 40 h | Potency, µM (doses to about 56.4 µM), for inactives: cytoprotection (ATP increase), most hits filed as activators | 0.14% of 230,000 active | AID 1471, 2008;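 also: % of control where 0% means no effect; nearly all actives have a fitted effect of over 45% in size; toxic huntingtin expression switched on by the ecdysone agonist tebufenozide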
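Huntington model: PC12 line, ecdysone-inducible HTTQ103 exon1–GFP, tebufenozide 100 nM. Test articles in a dose series. Endpoint luminescence from cellular ATP.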
Tau fluor counter: Counterscreen qHTS for Inhibitors of Tau Fibril Formation, Fluorescence Polarization; tau K18 P301L Alexa594 fluorescence, heparin fibrillization; Potency, µM (doses to about 57.7 µM), for inactives: at the top dose activity change, negative = decrease; AID 1463, 2008; 0.93% of 280,000 active; also: % is scaled to controls: 0 for no effect and ±100 for the full control effect; nearly all actives have a fitted effect of over 55% in size
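Human tau K18 P301L (15 uM unlabeled, 0.24 uM Alexa 594-labeled) in 100 mM sodium acetate pH 7 with 20 uM heparin, 6 hr at 37 C. ThT 30 uM added, 1 hr ambient; Alexa 594 FP and total fluorescence read at 555/632 nm.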
Starred values were filed as active, the others as inactive; ? = inconclusive; / = no result given; & = joins results of further samples; [ ] = dose if it differs, or a comment. Unless noted, calls follow the shape of the dose curve; as a rule, active = well fitted curve in the direction sought with a large enough effect; inconclusive = small, poorly fitted or top-dose-only effect, or another doubt; inactive = no such curve, though single readings can be large; an effect the other way counts as inactive or inconclusive. Potency is read from the fitted curve at half-maximal effect.

SMILES	ALDH1A1 inh	JMJD2E inh	HttQ103 aggreg	Tau fibril ThT	SMN2 splice up	Tau fibril FP	HTT ATP protect	Tau fluor counter
CCCCNc1nnc(CCn2nc(C)c(Br)c2C)s1	11%	-4%	-25%	-12%	1%	11%	/	-10%
COc1ccccc1NC(=O)N1CCCC1C(=O)NCc1ccc2c(c1)OCO2 (stereo unspecified)	5%	-2%	5%	-3%	-8%	5%	-1%	-3%
CCc1nn(CCCC(=O)N2CCN(c3ccc(OC)cc3)CC2)c(=O)c2cc3occc3n12	/	/	/	?	1%	-3%	/	-19%
Fc1ccc(CNc2nc3ccccc3n3cnnc23)cc1	-9%	?	1%	-3%	-7%	5%	-7%	-2%
CCCCNC(=S)Nc1ccccc1F	7%	3%	-8%	-2%	-30%[inhibitor]	-4%	-2%	-8%
Cc1ccc(C(=O)Nc2ccccc2OC(F)F)cc1	-9%	-3%	13%	-8%	-13%	-4%	-15%	-15%
Cc1ccc(CC(=O)Nc2nc3c(s2)CCCC3)cc1	-3%	-3%	-24%	-10%	/	8%	4%	-18%
Cc1cnc(CNc2nc(-c3ccc4c(c3)OCO4)nc3ccccc23)cn1	-13%	?	/	-2%	?	-8%	11%	?
CC1(C)CC(=O)C2=C(C1)c1c(ccc3ncccc13)NC2c1cccs1 (stereo unspecified)	?	?	-8%	1%	26%	9%	-11%[10 µM]	-6%
CCc1nnc(NC(=O)CSc2nnc(Cc3ccccc3)n2-c2ccccc2)s1	-11%	5%	-16%	-5%	-10%	-3%	-12%	-1%
CC(C)OCCCNC(=O)C1CCC(=O)N1C(C)C (stereo unspecified)	9%	1%	5%	-3%	-2%	1%	-5%	-1%
Cc1cccc(Nc2ccccc2C(=O)OCC(=O)NCc2ccco2)c1C	-5%	?	-21%	4%	-15%	10%	-12%	-9%
Cc1[nH]n(S(=O)(=O)Cc2ccccc2)c(=O)c1N=Nc1ccccc1Cl	-2%	7%	-8%	16µM*	-27%	11%	23%	-22%
CCOc1c(C=C(C#N)C#N)c2ccccc2n1CC	?	0%	-1%	?	-5%	?	20%[10 µM]	?
COc1cc2oc(=O)cc(-c3ccc(-c4ccc(C(F)(F)F)cc4)cc3)c2c(OC)c1OC	-7%	/	/	-8%	/	-10%	-13%	-9%
COc1ccc(/C=C/N(CCc2ccc(OC)c(OC)c2)C(=O)c2ccccn2)cc1	?	/	/	-5%[11.5 µM]	/	1%[11.6 µM]	0%[10 µM]	-12%[11.6 µM]
Cc1nnc(SC(C(=O)c2ccccc2)c2ccccc2)[nH]c1=O (stereo unspecified)	/	-1%	-27%[9.22 µM]	/	/	-5%	-10%[10 µM]	14%
Clc1ccc(OCc2nnc3n2N=C(c2ccc4c(c2)OCCO4)CS3)c(Cl)c1	?	1%	-32%	12%	-55%[inhibitor]	0%	-7%[1.9 µM]	-4%
O=C(NCC1CCCO1)Nc1cccc(Cl)c1 (stereo unspecified)	7%	-5%	-5%	-4%	11%	-8%	7%	-15%
c1coc(-c2nc(-c3ccco3)c(-c3ccco3)nc2-c2ccco2)c1	?	?	30%	7.9µM*	-8%	11µM*	-17%	?
CCOC(=O)c1cnn(-c2ccccc2)c1-n1cccc1	0%	9%	7%	-5%	-45%[inhibitor]	6%	-8%	-6%
C/C(CC(=O)Nc1ccc(Br)cc1)=N\NC(=O)Cc1csc(N)n1	/	8%	-13%[9.22 µM]	-16%	/	14%	1%[10 µM]	-10%
CCOCCOC(=O)C1=C(C)NC2=C(C(=O)CC(c3cccs3)C2)C1c1ccsc1 (stereo unspecified)	239%[activator]	?	-7%[9.22 µM]	-8%	-15%	2%	-9%	-13%
O=C(N/N=C/c1ccccc1Cl)c1[nH]c2ccc(Br)cc2c1-c1ccccc1	?	5%	14%	6%	-52%[inhibitor]	?	-78%[inhibitor][10 µM]	?
CCc1cccc(C)c1NC(=S)NCCc1c(C)[nH]c2ccc(C)cc12	4%	-5%	?	?	-62%[inhibitor]	16%	/	?
COc1ccc(OCCN2C(=O)NC(C)(c3ccc(C)cc3)C2=O)cc1 (stereo unspecified)	?	1%	4%	9%	-8%	8%	-33%[10 µM]	7%
Cc1ccccc1C(=O)NCC(=O)NNC(=S)NC(=O)c1ccccc1	?	-2%	-12%	-6%	0%	4%	/	-5%
Cc1ccc(-c2csc(N(CCCN3CCOCC3)C(=O)c3ccco3)n2)cc1	4%	2%	3%	-8%	-41%[inhibitor]	-2%	-15%[10 µM]	-26%
COC(=O)C/C=C\[C@@H](C)[C@@H](/C=N\OC[C@@H](C)[C@H](OCc1ccccc1)C(C)C)NS(=O)(=O)c1ccc(C)cc1	9%[13.5 µM]	/	/	-8%[11.5 µM]	/	-4%[11.6 µM]	?	-15%[11.6 µM]
CC(=O)c1ccc(NC(=O)CCSc2nc(-c3ccco3)cc(C(F)(F)F)n2)cc1	/	/	/	?	-2%	?	/	?
CCN(CC)C(=O)CSc1nc2ccccc2c(=O)n1OC(C)C	?	2%	13%	-10%	-1%	-1%	3%	-6%
CCOc1ccc(C(=O)NCCn2cc(SCC(=O)NCCc3ccc(OC)c(OC)c3)c3ccccc32)cc1	/	/	/	?	0%	-3%	/	?
Cc1sc2ncnc(N(C)Cc3ccco3)c2c1C	-13%	8%	-13%	?	-17%	-8%	-4%[10 µM]	-17%
O=C(CCc1ccccc1)Nc1nnc(-c2ccc3c(c2)OCCO3)o1	?	?	-19%	2%	11%	9%	-104%[inhibitor]	2%
O=c1oc2ccccc2c(NCCO)c1[N+](=O)[O-]	6%	9%	9%	0%	-1%	2%	11%[10 µM]	7%
Cc1ccc(OCC(=O)Nc2ccc3c(c2)OCO3)c(C)c1	2%	5%	20%[9.22 µM]	10%	/	5%[2.34 µM]	26%[10 µM]	13%
S=C(NCCCN1CCOCC1)NC1CC1	10%	-8%	13%	-1%	9%	0%	-6%	4%
O=C1CS/C(=N\N=C\c2ccco2)N1c1ccccc1	/	-21%	10%[9.22 µM]	?	/	-6%	-6%[10 µM]	-21%
O=C(COc1ccc(C(=O)c2ccccc2)cc1)NCC(=O)Nc1ccccc1Br	?	3%	-5%	?	-17%	-2%	18%[10 µM]	-17%
COc1cccc(CNc2ncn[nH]2)c1OCc1ccccc1F	?	12%	-3%	-4%	-58%[inhibitor]	2%	-19%	-14%
C[C@@]12C=CC(=O)C=C1CC[C@H]1[C@H]3CC[C@](O)(C(=O)CO)[C@]3(C)CC(=O)[C@@H]12	2%[20.9 µM]	-2%[25.5 µM]	/	/	-7%[20.6 µM]	/	-8%[40.3 µM]	/
CC1=C(C(=O)NCCc2ccc(C)cc2)C2(CCC(C)CC2)OC1=O (stereo unspecified)	5%	1%	9%	-3%	11%	7%	/	-8%
CCOC(=O)c1cc(-c2ccc(C)cc2)n(CC(=O)NCc2ccco2)c1C	15%	1%	1%	-6%	-10%	6%	3%	-3%
CCN(CC)S(=O)(=O)c1ccc(O)c(C(=O)OCC(=O)Nc2ccc(OC(F)(F)F)cc2)c1	?	?	-6%	1%	0%	-19%	?	-13%
Cc1cc(NC(=O)Cn2c(=O)c3c(ncn3CCC(C)C)n(Cc3ccccc3)c2=O)no1	?	4%&1%	34%[9.22 µM]	-3%&-11%	20%	7%&15%	-6%	-6%&-15%
O=C1NC2(CCCCC2)Cc2ccccc21	?	-7%	9%	-6%	9%	1%	-17%	-5%
Cc1nonc1C1CCCN1Cc1nc(-c2ccc(F)cc2F)oc1C (stereo unspecified)	?	-8%	-2%[9.22 µM]	-6%	/	7%	-4%[10 µM]	-9%
COC(=O)C(C(=O)OC)C(C(C)C)C(C(=O)OC)C(=O)OC	9%	-3%	0%	-5%	?	8%	16%[10 µM]	2%

Quoted at random: 2 entries already listed, in no set order.
SMILES	ALDH1A1 inh	JMJD2E inh	HttQ103 aggreg	Tau fibril ThT	SMN2 splice up	Tau fibril FP	HTT ATP protect	Tau fluor counter
COc1ccc(/C=C/N(CCc2ccc(OC)c(OC)c2)C(=O)c2ccccn2)cc1	?	/	/	-5%[11.5 µM]	/	1%[11.6 µM]	0%[10 µM]	-12%[11.6 µM]
O=C(COc1ccc(C(=O)c2ccccc2)cc1)NCC(=O)Nc1ccccc1Br	?	3%	-5%	?	-17%	-2%	18%[10 µM]	-17%

(continued)
SMILES	ALDH1A1 inh	JMJD2E inh	HttQ103 aggreg	Tau fibril ThT	SMN2 splice up	Tau fibril FP	HTT ATP protect	Tau fluor counter
COc1ccc2c(C)c(Cl)c(=O)oc2c1	?	?	-7%	-8%	-6%	-2%	-7%	1%
O=C(O)CCS(=O)(=O)c1nc(-c2cccs2)cc(C(F)(F)F)n1	?	?	?	-6%	-2%	-3%	4%	5%
O=C(CSc1nc2sc3c(c2c(=O)[nH]1)CCCC3)NCCO	?	?	8%	-9%	12%	8%	-3%[10 µM]	-2%
CCN(CC)c1nc(C)nc2c1sc(=S)n2C	-4%	-3%	-29%	2%	-34%[inhibitor]	1%	-46%[inhibitor]	-7%
CSc1ccc(/C=N/n2c(Cc3ccc(Br)cc3)n[nH]c2=S)cc1	?	-12%	7%	?	-2%	-3%	14%[10 µM]	?
COc1ccccc1N1C(=O)CCC1(C#N)c1ccccc1 (stereo unspecified)	1%	1%	-8%	1%	?	0%	-11%	-2%
Cc1ccc(N=C2NC(=O)/C(=C/C=C/c3ccco3)S2)cc1	4.5µM*	25µM*	?	6.3µM*	?	?	38%[10 µM]	?
Cc1ccc(NC(=O)COc2ccc3oc4c(c3c2)CCCC4)cc1C	/	/	/	?	-3%	-6%	/	-9%
COc1ccccc1NC(=O)CN(Cc1ccco1)C(=O)c1ccc(-n2nc(C)cc2C)cc1	?	2%	1%	-8%	-1%	-10%	11%	-5%

Compound activity (PubChem BioAssay)

The list is partial; count on the stated rates, not on these rows.
